Source: PubChem BioAssay
FLuc inh counter – firefly luciferase enzyme inhibitors, primary screen, artefact control for luciferase-based inhibitor screens, biochemical, luminescence, ATPLite | 10 min | Luciferin 4-monooxygenase (Photinus pyralis), P08659 | AID 1006, 2008 | inhibition, % at 10 µM | 1.5% of 200,000 active;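 active = inhibition above about 50% when tested at 10 µM, limit read from the data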
Target sequence (P08659 whole entry, looked up): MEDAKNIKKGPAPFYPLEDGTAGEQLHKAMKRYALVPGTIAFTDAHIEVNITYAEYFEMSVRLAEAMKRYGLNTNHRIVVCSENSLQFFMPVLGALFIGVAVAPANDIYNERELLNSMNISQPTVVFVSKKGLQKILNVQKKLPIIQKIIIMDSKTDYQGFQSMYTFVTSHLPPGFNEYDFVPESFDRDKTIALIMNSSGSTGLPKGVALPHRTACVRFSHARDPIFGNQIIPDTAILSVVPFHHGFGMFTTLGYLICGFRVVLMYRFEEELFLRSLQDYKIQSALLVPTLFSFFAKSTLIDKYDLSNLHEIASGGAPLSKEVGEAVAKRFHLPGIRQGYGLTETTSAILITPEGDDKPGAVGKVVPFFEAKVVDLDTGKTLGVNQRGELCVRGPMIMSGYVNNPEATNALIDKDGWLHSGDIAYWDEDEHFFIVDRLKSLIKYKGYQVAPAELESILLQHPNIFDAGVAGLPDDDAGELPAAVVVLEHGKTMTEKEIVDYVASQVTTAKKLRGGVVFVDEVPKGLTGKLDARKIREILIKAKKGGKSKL
Redox H2O2 prof – compounds producing H2O2 with reducing agent – biochemical, NIH compound library profiling, artefact control for MLSCN library redox annotation, primary screen; DTT-dependent redox cycling H2O2, phenol red/HRP absorbance; 100% = 100 µM peroxide control, 0% = buffer; activation, % at 10 µM; 0.03% of 200,000 active; AID 878, 2007;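 active = activation of at least 50% relative to the plate's high and low controls in the primary single-dose screen; inactive = activation below 50%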;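 also: compound incubated with DTT at 0.8 mM final as the reducing agent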
NF-kB neuron act – activators of NF-kB expression in neurons, primary screen, cell-based, HTS; human neuronal cells, NF-kB reporter expression; hits give high values; fold change at 12.5 µM; 1.6% of 190,000 active; in the data active = fold change above about 3.3
APP 5'UTR act – activators of APP 5'UTR luciferase reporter, primary screen, SH-SY5Y cells | SH-SY5Y APP 5'UTR luciferase reporter, luminescence; zero percent = DMSO vehicle wells | activation, % at 2 µM | 1% of 190,000 active | AID 1276, 2008;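 active = activation above a set limit, based on mean plus 3 SD of controls, cut at about 140% in these data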; also: values of inactives mirror those of a sister screen read the other way
FLuc act counter – FLuc activators, initial screening, artefact control for FLuc-dependent activation tests, biochemical, ATPlite luminescence. Luciferin 4-monooxygenase (Photinus pyralis), P08659. 200,000 tested, under 10 active. AID 1027, 2008. ATPlite luciferase biochemical, 10 min; 0 = ATP-free wells, 1 = DMSO control. activation factor at 10 µM;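 active = luciferase activation factor, scaled between plate controls, of at least 2 with compound at 10 µM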
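test system = cell-free luciferase reagent | medium = PBS as buffer for the ATP substrate | dosing = test compounds dosed from 2 mM stocks in 100% DMSO | incubation = 10 min at ambient temperature | detection = luminescence measurement of luciferase light output | benchmarks = low control with PBS replacing ATP, high control enzyme plus ATP without compound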
Hsp70 activator – Hsp70 transcriptional activators, primary screen, cell-based, HeLa, Hsp70 promoter luciferase, luminescence, 10 µM; AID 1203, 2008; HeLa Hsp70 promoter luciferase reporter; scaled: vehicle 0, proteasome-inhibitor control 100%; activation, % at 10 µM; 0.04% of 200,000 active;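 active = activation above the mean across all tested compounds plus 3 SD, cutoff set per campaign, cut at about 5.5% in these data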;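 also: 100% = MG132 at 30 µM as the positive control and 0% = DMSO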
G6PDH counter – L. mesenteroides G6PDH inhibitors, counter-screen for G6PDH-coupled screening assays, biochemical, Leuconostoc mesenteroides enzyme; glucose-6-phosphate dehydrogenase [Leuconostoc mesenteroides]; Purified L. mesenteroides G6PDH, diaphorase/resazurin coupled fluorescence, 45 min; inhibition, % at 5 µM; 0.12% of 200,000 active; AID 1020, 2008; in the data active = inhibition above about 50%
STAT1 activator – STAT1 signaling activators, primary screen, cell-based, HTS, luciferase reporter. NIH 3T3 STAT1-luciferase reporter, IFN-gamma, luminescence; 100% = IFN-gamma alone, no compound. activation (% of control), % at 5.5 µM. 2.6% of 200,000 active;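 active = activation above the screen-wide mean activation plus 3 SD, cut at about 130% in these data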;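 also: raw ratio to IFN-gamma control signal so 100% means no change and 0% no light; values of inactives mirror those of a sister screen read the other way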
HMGR II inh – inhibitors of E. faecalis class II HMGR, primary screen, biochemical, Enterococcus faecalis | purified E. faecalis HMGR, NADPH absorbance 340 nm kinetic | 0.41% of 190,000 active | inhibition, % at 10 µM | AID 1066, 2008;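 active = inhibition above a set limit, the median over all tested compounds plus 3 SD, cut at about 9.5% in these data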;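 also: enzyme runs in reverse so mevalonate oxidation gives rising NADPH absorbance; 0% = complete reaction with DMSO and 100% = background rate lacking mevalonate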
APP 5UTR inh – inhibitors of APP translation via 5'UTR reporter, primary screen, APP 5'UTR luciferase, SH-SY5Y cells; inhibition, % at 2 µM; AID 1285, 2008; SH-SY5Y APP 5'UTR-luciferase reporter, luminescence; 0.82% of 190,000 active;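 active = inhibition above a set limit, derived from the sample mean plus 3 SD, cut at about 45% in these data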; also: values of inactives mirror those of a sister screen read the other way
Active calls of the source: *; · = no result given.

Sequence of screens: FLuc inh counter	APP 5'UTR act	G6PDH counter	FLuc act counter	NF-kB neuron act	APP 5UTR inh	Redox H2O2 prof	HMGR II inh	STAT1 activator	Hsp70 activator
> COc1ccccc1C(=O)NNC1=C(C(=O)C(F)(F)F)CCC1
  -6	11	4	1.1	0.44	-11	0.8	-7	104	-0.3
> CCCN1C(=O)SC(CC(=O)Nc2ccccc2)C1=O (centres undefined)
  1	12	3	1	1	-12	0.0	-3	98	-0.3
> COc1cc(C2C(C#N)=C(C)NC3=C2C(=O)CC(C)(C)C3)cc(OC)c1O (centres undefined)
  -4	-1	48	1	0.72	1	1.0	1	103	0.4
> COc1ccc(Oc2ccccc2/C=N/O)cc1
  -6	6	1	1.1	1	-6	-5.2	-7	88	-0.3
> COc1ccccc1OCC(=O)Nn1c(=S)[nH]c2ncccc2c1=O
  -8	5	-18	1.1	0.81	-5	0.3	2	98	-0.2
> CCOC(=O)c1cnc2c(-c3ccc(Cl)cc3)cnn2c1C
  57*	111	6	0.4	2.4	-111	-0.2	-1	120	-0.2
> COc1ccc(N2CC(C(=O)Nc3cc(C)on3)CC2=O)cc1 (centres undefined)
  0	1	3	1	1.6	-1	-4.8	-2	99	-0.2
> Cc1ccc(C)c(-n2ccnc2SCC(=O)O)c1
  -4	0	8	1	1.1	0	0.3	-3	108	-0.2
> Cc1cc(NCc2ccccn2)n2c(nc3ccccc32)c1C#N
  -3	-13	4	1	1.2	13	-1.0	-3	98	-0.4
> Cc1ccccc1NC(=S)N(Cc1cccnc1)Cc1ccccc1Cl
  -7	7	-2	1.1	1.1	-7	-2.3	-6	87	-0.5
> Cc1ccc(Nc2c([N+](=O)[O-])c(=O)n(C)c3ccccc23)cc1C
  -3	-7	13	1	0.58	7	1.1	-1	92	0.1
> Cc1cc(N2CCOCC2)nc2ccc(NC(=O)CCC(=O)N3CCC(C)CC3)cc12
  28	9	9	0.7	1.3	-9	-1.4	-8	110	-0.2
> O=C(Nc1ccccn1)c1ccc2c(c1)OCCO2
  74*	128	-1	0.3	4.2*	-128	-1.4	-2	110	0.0
> O=C(c1ccccc1Br)N1CCCC(c2nc(-c3cccs3)no2)C1 (centres undefined)
  -1	17	7	1	0.85	-17	0.2	1	106	-0.2
> FC(F)(F)c1nnc2ccc(Cl)nn12
  -4	-5	8	1	1	5	-0.5	1	87	0.5
> COc1ccccc1CC(=O)Nc1cc(Cl)ccc1O
  -7	1	10	1.1	1.2	-1	-7.5	-3	96	-0.2
> CCOC(=O)Cc1csc(NC(=O)CSc2ccc(Br)cc2)n1
  -7	8	9	1.1	1.1	-8	0.0	5	104	-0.1
> Cc1ccc(C2CC2c2n[nH]c(=S)n2-c2ccc(C)cc2)cc1 (centres undefined)
  -3	11	1	1	1.2	-11	0.8	-1	94	-0.5
> O=C(/C=C/Nc1ccc(F)c(Cl)c1)c1ccco1
  41	96	0	0.6	2.9	-96	0.8	-5	150*	0.6
> Cc1nnc(SCC(=O)Nc2cccc(S(=O)(=O)NC3=NCCCCC3)c2)n1Cc1ccccc1
  -9	-6	3	1.1	0.93	6	-1.8	-7	92	0.0
> CC1=NNC(=O)C(CC(=O)Nc2ccc(Cl)c(Cl)c2)C1 (centres undefined)
  -4	-4	-1	1	0.97	4	-0.1	-9	97	-0.3
> O=C(Cc1cccs1)Nc1nnc(-c2ccncc2)s1
  -5	3	-2	1.1	1.5	-4	-1.3	1	106	-0.1
> CN1CCN(C(=S)c2ccc([N+](=O)[O-])cc2)CC1
  4	5	4	1	1.1	-5	0.3	-1	95	-0.3
> O=C(c1cc2c(s1)-c1ccccc1OC2)N1CCc2ccccc2C1
  6	1	11	0.9	1.5	-1	0.7	-4	105	0.2
> COC(=O)CNC(=O)COC(=O)/C=C/c1ccccc1[N+](=O)[O-]
  -5	30	14	1	0.8	-30	-1.0	-2	78	-0.4
> CCOCCCNC(=O)/C(C#N)=C/c1cc(OC)c(O)c([N+](=O)[O-])c1
  2	-25	9	1	1.1	25	0.0	-4	105	0.0
> CCOC(=O)C1CCN(S(=O)(=O)c2c(C)n[nH]c2C)CC1
  -5	-4	-17	1	1.2	4	-0.7	3	98	-0.1
> CCOC(=O)N1CCN(C(=O)c2ccccc2-c2ccccc2)CC1
  -6	-39	-6	1.1	1	39	1.7	-2	94	-0.2
> Cc1ccc(N(CC(N)=O)C2SC(=O)N(C)C2=O)cc1 (centres undefined)
  0	-2	11	1	1.2	2	-0.3	-2	98	-0.1
> CC(C)(C)c1ccc(CN(Cc2ccco2)Cc2nnnn2C2CCCC2)cc1
  -2	0	7	1	1.2	0	-4.0	-6	95	0.1
> CCn1c(SCCC(C)C)nnc1-c1c[nH]c2ccccc12
  -5	·	2	1	0.95	·	0.0	-1	98	0.2
> O=C(COC(=O)CCc1ccc(S(=O)(=O)N2CCOCC2)cc1)NC1CCCC1
  -3	2	-4	1	1.1	-2	0.7	-7	100	0.2
> COc1cc(OC)cc(C(=O)NNC(=O)c2ccccn2)c1
  -6	-38	1	1.1	1.6	38	0.1	-1	105	-0.3
> O=C(NCC1CCCO1)c1onc(CSc2ccccc2F)c1C(=O)O (centres undefined)
  -6	3	4	1.1	1.2	-3	-9.2	-2	100	0.0
> CN(Cc1nc(Cc2ccccc2F)no1)Cc1cccc2ncccc12
  -2	-2	51*	1	0.74	2	-1.5	-5	78	0.1
> C/C=C/C=[N+](\[O-])C(C)/C(=N/O)c1ccc(F)cc1 (centres undefined)
  -4	-3	12	1	1.2	3	-1.5	-2	101	-0.5
> CCc1cccc2c(C#N)cn(CC(=O)NCCOC)c12
  -8	0	6	1.1	1.1	0	-0.7	-6	94	-0.1
> COc1ccc(NC(=O)CC2SC(=N)N(c3ccccc3)C2=O)c(OC)c1 (centres undefined)
  0	-13	10	1	1.1	13	-0.1	0	98	-0.1
> Cc1ccc(O)c(C2=NOC(O)(C(F)(F)F)C2)c1 (centres undefined)
  1	15	1	1	1.1	-15	-5.2	-6	104	-0.1
> CCCc1nc(-c2ccccc2O)n(-c2ccccc2)n1
  -5	-11	-2	1.1	0.9	11	1.4	0	100	-0.1
> Cc1cc(NC(=S)NC(=O)C2CC2)ccc1Br
  0	48	-6	1	2.2	-48	0.6	0	139*	0.1
> CCOc1cc(C(=O)Nc2ccccc2F)cc(Br)c1OCC
  -3	10	5	1	0.93	-10	-0.3	-5	89	0.1
> Cc1ccc(C)c2nc3sc(C(=O)O)cc3cc12
  2	-11	4	1	1	11	-0.5	0	105	0.8
> Cc1ccc(C(=O)NCCSc2snnc2C)cc1
  5	4	26	0.9	1.5	-4	0.8	1	106	0.0
> Cc1ccc(C(=O)Nc2nc3ccccc3n3nnnc23)cc1
  32	9	-4	0.7	0.76	-9	2.8	-1	108	0.1
> Cc1[nH]nc2nc(SCC(=O)NCC3CCCO3)n(-c3ccc(Br)cc3)c(=N)c12 (centres undefined)
  -6	-1	8	1.1	0.56	1	3.1	-9	105	-0.5
> CN(C)Cc1nc2c(c(=O)[nH]1)C(C)(C)Cc1ccccc1-2
  -1	-11	11	1	0.8	11	-5.5	-6	94	-0.2
> Cc1ccc(NC(=O)C(C)c2cccc(C(=O)c3ccccc3)c2)cc1 (centres undefined)
  0	2	3	1	0.91	-2	1.0	1	91	0.1
> COC(=O)CC/C(=N/Nc1ccc(Cl)c(Cl)c1)C(=O)OC
  -3	-9	-1	1	0.9	9	-2.1	-2	106	-0.1
> CSc1ccc(Cl)c(C(=O)Nc2ccc(C)cn2)c1
  1	27	10	1	1.2	-27	-0.3	-3	99	0.9
> CS(=O)(=O)c1nc(-c2ccc(Br)cc2)n[nH]1
  0	15	8	1	0.98	-15	-0.3	-4	103	-0.3
> Cc1ccc(NC(=O)CSc2nnc(Cn3c(=O)sc4ccccc43)n2C)cc1
  -3	-6	-3	1	0.99	6	-0.8	-9	95	-0.4
> CC(=O)c1c(C)n([O-])c2cc(C)ccc2[n+]1=O
  -3	-8	3	1	1.1	8	2.5	-3	102	0.1
> Cc1csc2ncc(C(=O)NC(C)c3ccccc3)c(=O)n12 (centres undefined)
  -8	21	-11	1.1	0.9	-21	-0.4	-1	93	-0.1
> Cc1nc2ccc(S(=O)(=O)N(C)CC(=O)N3CCc4ccccc4C3)cc2s1
  -3	3	4	1	1.1	-3	0.2	-4	107	-0.2
> COC(=O)/C(=C1/Oc2cc(C)oc(=O)c2S1)C(F)(F)F
  -5	-30	4	1	0.17	30	-2.5	-8	82	-0.4
> OCCc1ccc(-c2ccc(Cl)cc2)o1
  2	21	-3	1	2	-21	1.2	-4	112	-0.5
> CCCOc1ccc(N2C(=O)CC(N3CCN(c4ccccc4OC)CC3)C2=O)cc1 (centres undefined)
  -2	34	0	1	0.95	-34	-0.6	2	97	0.2
> O=C(CNC(=O)c1ccc(Cl)cc1Cl)OCc1nc2ccccc2s1
  -3	5	-34	1	1.2	-6	0.2	-5	106	-0.2
> CCN(CC)S(=O)(=O)c1ccc(NC(=O)COC(=O)c2ccc(-n3nc(C)cc3C)cc2)cc1
  -3	-9	3	1	1.3	9	-0.1	0	97	-0.2

Going on with the list.
Sequence of screens: FLuc inh counter	APP 5'UTR act	G6PDH counter	FLuc act counter	NF-kB neuron act	APP 5UTR inh	Redox H2O2 prof	HMGR II inh	STAT1 activator	Hsp70 activator
> O=C1CN(C(=O)OCc2ccccc2)c2ccccc2N1
  9	44	6	0.9	1.7	-44	0.0	4	115	0.6
> CC(NS(=O)(=O)c1ccc(OCC(=O)N2CCOCC2)c(Cl)c1)c1ccccc1 (centres undefined)
  3	-1	20	1	1.1	1	-0.2	1	101	-0.1
> COC(=O)c1c(NC(=O)c2ccco2)sc2c1C(C(=O)OC)CC2 (centres undefined)
  -4	-3	8	1	1	3	-0.1	-4	100	0.3
> c1ccc(-n2nnnc2SCc2cn3cccnc3n2)cc1
  -3	1	18	1	0.92	-2	-2.4	-2	96	-0.3
> COc1ccc(Br)cc1/C=N/Nc1ccc(Cl)c(C(=O)O)c1
  -3	-7	2	1	0.95	7	0.9	-13	108	-0.2

Arranged by length of the SMILES (falling): 3 of the compounds above
Sequence of screens: FLuc inh counter	APP 5'UTR act	G6PDH counter	FLuc act counter	NF-kB neuron act	APP 5UTR inh	Redox H2O2 prof	HMGR II inh	STAT1 activator	Hsp70 activator
> CC(NS(=O)(=O)c1ccc(OCC(=O)N2CCOCC2)c(Cl)c1)c1ccccc1 (centres undefined)
  3	-1	20	1	1.1	1	-0.2	1	101	-0.1
> COC(=O)c1c(NC(=O)c2ccco2)sc2c1C(C(=O)OC)CC2 (centres undefined)
  -4	-3	8	1	1	3	-0.1	-4	100	0.3
> c1ccc(-n2nnnc2SCc2cn3cccnc3n2)cc1
  -3	1	18	1	0.92	-2	-2.4	-2	96	-0.3

Rows are unselected; about 5.3% have a hit in one of these screens.
